Compound activity: PubChem BioAssay, National Center for Advancing Translational Sciences (NCATS)
FH mod: Identification of activators of human fumarate hydratase by quantitative high-throughput screening; Fumarate hydratase, mitochondrial (Homo sapiens), P07954; 54,000 tested, 0.22% active; FH coupled MDH/diaphorase resazurin fluorescence, 15 min; Potency, µM (top dose mostly 79.9 µM), inactives show top-dose activity change, negative = inhibition, usual class: inhibitors; also: potency is read from the fitted curve at half-maximal effect; % is scaled to controls: 0 for no effect and ±100 for the full control effect; the screen sought activators but most active calls are inhibition curves; nearly all actives have a fitted effect of over 45% in size
TSG101-PTAP inh: TSG101-PTAP interaction inhibition, HIV-1 budding; Potency, µM (highest dose often 115 µM), inactives show at the top dose activity change, negative = inhibition, usual class: inhibitors; 44,000 tested, under 10 active; Fluorescence polarization, FITC-PTAP peptide/Tsg101, 20 min; AID 1347069; also: potency is read from the fitted curve at half-maximal effect; 0% is about no effect
Target sequence (Q99816 whole entry, looked up): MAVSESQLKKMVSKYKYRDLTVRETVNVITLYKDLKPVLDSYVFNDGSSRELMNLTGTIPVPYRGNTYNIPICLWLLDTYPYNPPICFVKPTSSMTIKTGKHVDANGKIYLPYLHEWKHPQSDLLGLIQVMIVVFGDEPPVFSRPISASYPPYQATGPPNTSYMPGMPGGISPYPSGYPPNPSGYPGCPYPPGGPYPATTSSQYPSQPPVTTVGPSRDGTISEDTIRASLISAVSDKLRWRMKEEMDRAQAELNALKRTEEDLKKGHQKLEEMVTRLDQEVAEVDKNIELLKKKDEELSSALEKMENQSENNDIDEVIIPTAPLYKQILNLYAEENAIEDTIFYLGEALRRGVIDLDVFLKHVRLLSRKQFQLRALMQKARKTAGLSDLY
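Compounds pinned into 10 uM Tsg101 binding domain, then 50 nM FITC-PTAP peptide added in pH 7.5 HEPES buffer; FP read after 20 min, room temperature. Total S+P intensity flags fluorescent compounds; active cut-off <25 µM, efficacy <60%.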
p53null 32C kill: p53 null cell cytotoxicity, permissive temperature. H1299-neo p53 null cells, ATP luminescence, 24 h, 32C. Potency, µM (doses to about 46.1 µM), inactives show top-dose activity change, negative = cytotoxicity, most hits filed as cytotoxic. 55,000 tested, 0.62% active;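 also: potency is read from the fitted curve at half-maximal effect; 0% = DMSO only and -100% = full killing by 100 µM tamoxifen; nearly all actives have a fitted effect of over 55% in size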
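ATP-content luminescence in p53-null H1299-neo cells after 24 h compound exposure (up to 46 uM) at 32C permissive temperature; 0% and 100% killing set by DMSO and 100 uM tamoxifen; Hill-equation AC50.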
p53null 39C kill: selectivity test: cytotoxicity in p53 null cells, nonpermissive temperature; H1299 p53-null (neo) cells, 39C, ATPlite viability, 24 h; 55,000 tested, 0.97% active; AID 904; Potency, µM (titrated, usually from 46.1 µM), without a hit: at the top dose activity, negative = cell killing, usual class: cytotoxic;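 also: potency is read from the fitted curve at half-maximal effect; 0% = DMSO only and -100% = full killing by 100 µM tamoxifen; nearly all actives have a fitted effect of over 50% in size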
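Cells seeded at 600/well, 37C overnight. Compound added (up to 46 uM), plates shifted to 39C for 24 hr. ATPlite added, luminescence read after 20 min at room temperature.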
NTMT1 inh: NTMT1 methyltransferase inhibition; Potency, µM (doses to about 114 µM), without a hit: at the highest dose activity change, negative = inhibition, most hits filed as inhibitors; Q9BV86; 59,000 tested, 2.5% active; NTMT1 MTase-Glo SAH luminescence, purified enzyme;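 also: potency is read from the fitted curve at half-maximal effect; plate controls were DMSO vehicle for no effect and no enzyme for full effect; nearly all actives have a fitted effect of over 65% in size; many of its hits are not listed in these tables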
Target sequence (Q9BV86 whole entry, looked up): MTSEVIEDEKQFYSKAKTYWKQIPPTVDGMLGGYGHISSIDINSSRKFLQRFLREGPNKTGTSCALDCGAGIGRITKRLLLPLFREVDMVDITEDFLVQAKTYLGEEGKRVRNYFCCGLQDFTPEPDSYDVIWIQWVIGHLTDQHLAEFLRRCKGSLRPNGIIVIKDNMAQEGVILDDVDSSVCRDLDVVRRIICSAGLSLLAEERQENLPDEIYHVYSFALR
GALK inh: GALK (human) enzyme inhibition; P51570; recombinant GALK, Kinase-Glo ATP luminescence, 1 h; Potency, µM (series often up to 57.5 µM), without a hit: top-dose activity, negative = inhibition, most hits filed as inhibitors; 44,000 tested, under 10 active; AID 1347072;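 also: plate controls were full GALK reaction for no effect and reaction lacking GALK for full effect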
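5 nM GALK with 35 µM ATP and 100 µM galactose in HEPES pH 8.0, MgCl2, NaCl, DTT, BSA; 1 h RT reaction, remaining ATP detected by Kinase-Glo Plus luminescence after 10 min; qHTS concentration series.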
B2AR arrestin ag: agonists recruiting beta-arrestin to human beta2-adrenergic receptor; HTLA Tango cells, beta-arrestin recruitment, luciferase luminescence, 18 h; 44,000 tested, under 10 active; AID 1347077; P07550; Potency, µM (titrated, usually from 46.1 µM), for inactives: at the top dose activation, actives largely listed as activators;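 also: potency is read from the fitted curve at half-maximal effect; 0% = DMSO and full agonism = EC100 isoproterenol or metaproterenol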
Target sequence (P07550 whole entry, looked up): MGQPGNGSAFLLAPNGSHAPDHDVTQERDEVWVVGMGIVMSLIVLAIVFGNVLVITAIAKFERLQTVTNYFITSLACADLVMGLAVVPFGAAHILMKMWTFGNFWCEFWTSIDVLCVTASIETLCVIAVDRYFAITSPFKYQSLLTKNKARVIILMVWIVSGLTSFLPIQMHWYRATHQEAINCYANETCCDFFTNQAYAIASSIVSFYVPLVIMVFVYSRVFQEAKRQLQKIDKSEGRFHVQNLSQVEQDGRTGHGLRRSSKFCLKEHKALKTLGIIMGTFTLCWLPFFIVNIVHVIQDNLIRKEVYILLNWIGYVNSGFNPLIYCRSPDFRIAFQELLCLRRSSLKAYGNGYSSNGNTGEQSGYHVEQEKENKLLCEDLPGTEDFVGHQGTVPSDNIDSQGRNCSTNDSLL
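Receptor–beta-arrestin recruitment read by tTA-responsive luciferase: compound titrations (up to 46 µM) incubated 18 h with Tango cells, then luminescent substrate 15 min at room temperature. Concentration-response fits classified by r2, efficacy and activity.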
* marks the source's active call; other numbers are inactive results; ? = inconclusive; · = no result given; [ ] = dose if it differs, or a comment. Calls follow the shape of the dose curve; as a rule, active = well fitted curve in the direction sought with a large enough effect; inconclusive = small, poorly fitted or top-dose-only effect, or another doubt; inactive = no such curve, though single readings can be large; an effect the other way counts as inactive or inconclusive. These rows are one share of the data; count on the stated rates, not on these rows.

Order of values – FH mod | p53null 32C kill | GALK inh | NTMT1 inh | B2AR arrestin ag | TSG101-PTAP inh | p53null 39C kill
- COc1ccccc1N1CCN(C(=O)Nc2cn(CC(C)C)c(=O)c3ccccc23)CC1
    3% | 13% | -4% | -3% | 0% | -7% | 14%
- COc1ccccc1-c1nnc2n(CCc3ccccc3)c(=O)c3ccccc3n12
    -30% | 2% | 1% | -13% | -3% | -2% | 15%
- Cc1nc2cc(-c3ccc(Cl)cc3)nn2c(C)c1CCC(=O)N1CCN(c2ccccc2)CC1
    -13% | 0% | 0% | -9% | 0% | -4% | 1%
- Cc1ccc2c(=O)cc(C(=O)Nc3c(C)cccc3C)oc2c1
    -18% | -2% | -1% | -12% | 0% | -3% | 6%
- CCOc1ccc(C(=O)Nc2ccc3nc(SCC(=O)N4CCOCC4)sc3c2)cc1
    -4% | -15% | -4% | -8% | -2% | 0% | -10%
- CCOC(=O)c1ccc(NC(=O)c2cc3c([nH]c2=O)CC(c2ccccc2)CC3=O)cc1 (centres undefined)
    2% | -3% | 0% | 5% | 0% | -2% | 15%
- Cc1ccc(NC(=O)N2CCc3cc(S(=O)(=O)N4CCC(C)CC4)ccc32)cc1
    6% | -6% | 0% | 5% | -2% | 1% | 10%
- CCCCCOC(=O)CSc1ncnc2c1sc1nc(N3CCOCC3)c3c(c12)CCCC3
    -3% | -2% | 0% | 4% | 1% | 6% | 16%
- COc1ccc(-c2ccc3c(N)c(C(=O)Nc4cccc(C)c4)sc3n2)cc1
    3% | -22% | -13% | 7% | 1% | 1% | ?
- Cc1ccccc1Nc1cc(C(=O)NCCc2ccc(Cl)cc2)c2ccccc2n1
    -21% | 14% | 18% | 7% | -2% | -3% | 7%
- COc1ccc(NC(=O)C2=C(C)Nc3nc(SCc4ccccc4C)nn3C2c2cc(OC)c(O)c(OC)c2)cc1 (centres undefined)
    2% | -2% | -8% | ? | 1% | -3% | -14%
- CCOC(=O)c1cccc(NC(=O)C2CCCN(S(=O)(=O)c3ccc4c(c3)oc(=O)n4C)C2)c1 (centres undefined)
    -11% | ? | 5% | -3% | 1% | -3% | ?
- COc1ccc(CCNC(=O)c2cn(C)c3ccc(S(=O)(=O)N(C)C4CCCCC4)cc3c2=O)cc1OC
    ? | 0% | 0% | -9% | 0% | -7% | -7%
- Cc1cc(NC(=O)CSc2nc(-c3ccccc3C)nc3c2c(=O)n(C)c(=O)n3C)no1
    5% | -7% | 1% | -3% | -1% | -1% | 0%
- Cc1c2cnn(CC(=O)NCc3ccc(Cl)cc3)c(=O)c2c(C)n1Cc1ccc(F)cc1
    4% | 1% | 5% | -1% | -4% | 3% | -27%
- CC1=C(C(=O)N2CCN(c3cc(C)ccc3C)CC2)C2(CCC(C)CC2)OC1=O (centres undefined)
    -8% | -4% | 0% | 2% | 1% | 0% | -3%
- COc1cc(CN(C(=O)c2cc3ccccc3oc2=O)C2CCS(=O)(=O)C2)cc(OC)c1OC (centres undefined)
    21% | 0% | 4% | 8% | 0% | -2% | -9%
- CCn1cc2nc(SCc3cccc(C(F)(F)F)c3)n(Cc3ccc(OC)cc3)c(=O)c2n1
    ? | 8% | -2% | -3% | -1% | -5% | 10%
- CN(C)CCNC(=O)Cn1c(=O)c2cccn2c2ccc(F)cc21
    -12% | -4% | 0% | -27% | 0% | -1% | 32%[activator]
- CCOc1ccc(NS(=O)(=O)c2ccc3c(c2)NC(=O)CCS3)cc1
    -9% | -1% | 0% | -16% | 1% | -5% | 2%
- COc1ccc(C(c2c(O)cc(C)n(Cc3ccco3)c2=O)N2CCN(c3ccccc3)CC2)cc1 (centres undefined)
    -14% | 18% | -4% | 0% | 0% | 1% | 2%
- COC(=O)c1cc(NC(=O)[C@H](CCS(C)(=O)=O)N2Cc3ccccc3C2=O)cc(C(=O)OC)c1
    0% | 2% | -2% | ? | 1% | -3% | -17%
- O=C(NCc1ccc(Cl)cc1)c1ccc2c(c1)nnn2C1CCCC1
    7% | 0% | 5% | 1% | 2% | -1% | -1%
- CCOC(=O)CCc1c(C)nc2cc(-c3cc(OC)cc(OC)c3)[nH]n2c1=O
    -7% | 5% | 7% | 14% | -2% | 3% | -22%
- COc1ccccc1N1CCN(S(=O)(=O)c2cc(C(=O)Nc3ccc(Oc4ccccc4)cc3)ccc2F)CC1
    -22% | 2% | -6% | 4% | 3% | -2% | -10%
- N#Cc1cccc(NC(=O)CCNS(=O)(=O)c2ccc3c(c2)CCN3C(=O)C2CC2)c1
    -17% | 7% | 5% | ? | -1% | 0% | 2%
- CCc1ccc(NC(=O)C(=O)NCC(c2cccnc2)N2CCOCC2)cc1 (centres undefined)
    -1% | -7% | 3% | 2% | 0% | -3% | ?
- CCn1c(CNC(=O)c2ccc(OC)cc2)nnc1SCC(=O)Nc1ccc(OC)cc1
    -7% | -1% | 9% | ? | 1% | -1% | -17%
- CCC(C)NC(=O)Cn1c(=O)n(CCCCCC(=O)NCc2ccccc2Cl)c(=O)c2sccc21 (centres undefined)
    9% | -2% | 2% | -1% | -2% | -3% | -6%
- COC(=O)c1c(SC)nc2ccccc2c1OCc1ccccc1C
    -17% | -9% | 0% | -4% | 1% | -3% | -2%
- CCCCCCSc1nc(N)c2c3c(sc2n1)CCCC3C (centres undefined)
    ? | -12% | -1% | 5% | 1% | -5% | 19%
- CC(C)CCNC(=O)Cn1cc(S(=O)(=O)Cc2ccc(F)cc2)c2ccccc21
    -12% | -2% | 0% | -2% | 0% | -5% | -21%
- CCOc1ccc(NC(=O)Nc2nnc(N3CCCCC3C)s2)cc1 (centres undefined)
    -19% | -12% | -1% | -5% | -1% | -4% | -15%
- CC(C)CCN(C(=O)Nc1ccc(Cl)c(Cl)c1)C1CCN(C(C)C)CC1
    -7% | 18% | -7% | -1% | -1% | -5% | 10%
- COc1ccc(NC(=O)c2cnc3cc(C)ccn3c2=O)c(OC)c1
    -11% | -2% | 4% | 3% | -1% | -4% | -3%
- COCCCNC(=O)c1ccc(Cn2c(=O)c3ccccc3n(Cc3ccc(Cl)cc3)c2=O)cc1
    -10% | 19% | 0% | -5% | 0% | -5% | -9%
- Cc1ccc(Cn2cc(CCC(=O)NC3CCC(C)CC3)c3ccccc32)cc1 (centres undefined)
    -19% | 29% | 3% | 2% | 0% | 3% | -7%
- COC(=O)c1c(SCC(=O)Nc2cccc(Cl)c2C)[nH]c2ccccc2c1=O
    -22% | -15% | 4% | 12% | 5% | 1% | 10µM*
- CCc1ccccc1NC(=O)Cn1nnc(C(=O)Nc2ccc(C)c(F)c2)c1N
    -2% | -3% | 2% | 0% | 1% | 1% | -27%
- Nc1ncc(S(=O)(=O)NCc2cccc(Cl)c2)cn1
    -12% | -8% | 2% | 16% | 7% | -1% | 15%
- COc1ccccc1Nc1nn2c(=O)c3ccc(C(=O)N4CCCCC4)cc3nc2s1
    -9% | -4% | 1% | -3% | 2% | 1% | 7%
- Cn1c(=O)c2c(SCC(=O)NCc3ccco3)nc(-c3ccccc3F)nc2n(C)c1=O
    2% | -2% | -1% | -6% | 0% | 0% | -14%
- Cc1ccc(CNC(=O)CSCc2nc(-c3cccc(C)c3)oc2C)cc1
    -18% | -1% | 9% | -16% | -2% | -7% | ?
- CCOC(=O)c1c(NC(=O)c2cc(CC)on2)sc(C)c1C
    · | 5% | 5% | · | 1% | 0% | 19%
- Cc1cccc(N2CCN(c3nc4ccccc4c4nc(-c5cccnc5)nn34)CC2)c1C
    -10% | -5% | 5% | -15% | 0% | -1% | 12%
- CCN(CC)CCNC(=O)c1sc2nc(C)cc(C)c2c1-n1cccc1
    -7% | 4% | 2% | ? | -3% | -3% | ?
- O=C(Nc1ccc(OC(F)(F)F)cc1)C(Cc1ccccc1)NS(=O)(=O)c1cccc2nsnc12 (centres undefined)
    -16% | -8% | 0% | 7% | 0% | -1% | -4%
- CCOC(=O)c1cc(C)n(CC2CCC(C(=O)Nc3cccc(C(C)=O)c3)CC2)c1C (centres undefined)
    · | 32%[activator] | 2% | · | 11% | 0% | 8%
- COc1ccc(N(Cc2cc3cc(OC)ccc3[nH]c2=O)C(=O)c2cccc(Cl)c2)cc1
    -11% | 4% | 7% | -12% | 0% | -9% | ?
- CN(C)c1ccc(-n2c(CCC(=O)O)ccc2-c2ccccc2)cc1
    -12% | -5% | 3% | -5% | 0% | -6% | ?
- Cc1ccc(/C=C(\C#N)c2nc3ccccc3c(=O)[nH]2)cc1
    0% | -2% | ? | 4% | 1% | 0% | ?
- Cc1cc(C)n2nc(SCC(=O)Nc3ccc(O)cc3)nc2n1
    ? | -2% | -18% | 10% | 0% | -6% | -11%
- CCOC(=O)c1ccc(NC(=O)CSc2cn(CC(=O)N3CCCC3)c3ccccc23)cc1
    ? | 0% | 1% | -6% | 1% | -12% | -7%
- O=C(/C=C/c1cn(CC(O)CN2CCCCCC2)c2ccccc12)c1ccccc1 (centres undefined)
    -23% | -9% | 1% | ? | -3% | 5% | -21%
- CC(=O)c1cc2c(cc1NC(=O)c1cnn(-c3ccc(C)cc3)c1-n1cccc1)OCO2
    · | -4% | 2% | · | 1% | 0% | 28%

Structures shown so far that contain fluorine, in the order listed:
Order of values – FH mod | p53null 32C kill | GALK inh | NTMT1 inh | B2AR arrestin ag | TSG101-PTAP inh | p53null 39C kill
- Cc1c2cnn(CC(=O)NCc3ccc(Cl)cc3)c(=O)c2c(C)n1Cc1ccc(F)cc1
    4% | 1% | 5% | -1% | -4% | 3% | -27%
- CCn1cc2nc(SCc3cccc(C(F)(F)F)c3)n(Cc3ccc(OC)cc3)c(=O)c2n1
    ? | 8% | -2% | -3% | -1% | -5% | 10%
- CN(C)CCNC(=O)Cn1c(=O)c2cccn2c2ccc(F)cc21
    -12% | -4% | 0% | -27% | 0% | -1% | 32%[activator]
- COc1ccccc1N1CCN(S(=O)(=O)c2cc(C(=O)Nc3ccc(Oc4ccccc4)cc3)ccc2F)CC1
    -22% | 2% | -6% | 4% | 3% | -2% | -10%
- CC(C)CCNC(=O)Cn1cc(S(=O)(=O)Cc2ccc(F)cc2)c2ccccc21
    -12% | -2% | 0% | -2% | 0% | -5% | -21%
- CCc1ccccc1NC(=O)Cn1nnc(C(=O)Nc2ccc(C)c(F)c2)c1N
    -2% | -3% | 2% | 0% | 1% | 1% | -27%
- Cn1c(=O)c2c(SCC(=O)NCc3ccco3)nc(-c3ccccc3F)nc2n(C)c1=O
    2% | -2% | -1% | -6% | 0% | 0% | -14%
- O=C(Nc1ccc(OC(F)(F)F)cc1)C(Cc1ccccc1)NS(=O)(=O)c1cccc2nsnc12 (centres undefined)
    -16% | -8% | 0% | 7% | 0% | -1% | -4%
